5HT1a antag – blocks the human serotonin 5-HT1a receptor; P08908; CHO 5-HT1a Ga15 NFAT-bla reporter, antagonist mode; inhibition, % at 10 µM; actives 0.68% (n = 62,000); AID 612;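 active = inhibition above the mean of all tested compounds plus 3 SD, cut at about 43% in these data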;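 also: receptor stimulated by 5-CT agonist at 100 nM near EC80; beta-lactamase reporter measured by ratiometric fluorescence of a cleavable substrate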
S1P3 ag – agonists of human S1P3 receptor. S1P3 NFAT-BLA reporter cells, agonism, FRET ratio; relative to 1 µM S1P, basal subtracted. activation, % at 4.5 µM. Q99500. actives 0.1% (n = 60,000);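 active = activation above the screen-wide mean plus 3 SD, cut at about 4.5% in these data, passing the limit was not always enough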; also: some compounds called inactive have numbers as strong as hits
Target sequence (Q99500 whole entry, looked up): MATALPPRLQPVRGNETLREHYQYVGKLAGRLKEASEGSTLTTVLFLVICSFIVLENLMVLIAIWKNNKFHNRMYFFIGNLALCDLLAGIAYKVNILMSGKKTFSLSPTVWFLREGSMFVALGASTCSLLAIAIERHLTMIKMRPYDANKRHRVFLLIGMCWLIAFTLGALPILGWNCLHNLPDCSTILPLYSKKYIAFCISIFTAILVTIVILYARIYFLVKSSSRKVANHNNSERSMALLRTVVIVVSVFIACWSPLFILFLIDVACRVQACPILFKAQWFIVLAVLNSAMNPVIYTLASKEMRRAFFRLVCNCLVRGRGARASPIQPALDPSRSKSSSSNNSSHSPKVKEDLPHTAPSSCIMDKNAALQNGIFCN
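Measure – % activation relative to 1 µM S1P (100%), per plate · System – stable CHO line with human S1P3, Gα16, NFAT-BLA reporter · Timing – cells plated overnight, compound 4 h 37 °C, substrate 2 h RT · Technique – fluorescent BLA substrate, ex 405 nm, em 460/535 nm ratio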
RORa activator – RORA (human) activation; CHO-K1 Gal4-RORA LBD luciferase reporter, luminescence; percent increase over mock-subtracted basal signal; activation, % at 10 µM; actives 1.5% (n = 65,000);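 active = activation above the mean of all tested compounds plus 3 SD, cut at about 49% in these data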;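 also: 0% = DMSO-treated RORA cells and 100% = added signal equal to DMSO minus mock-transfected cells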
Target sequence (P35398 whole entry, looked up, the tested form may be a part): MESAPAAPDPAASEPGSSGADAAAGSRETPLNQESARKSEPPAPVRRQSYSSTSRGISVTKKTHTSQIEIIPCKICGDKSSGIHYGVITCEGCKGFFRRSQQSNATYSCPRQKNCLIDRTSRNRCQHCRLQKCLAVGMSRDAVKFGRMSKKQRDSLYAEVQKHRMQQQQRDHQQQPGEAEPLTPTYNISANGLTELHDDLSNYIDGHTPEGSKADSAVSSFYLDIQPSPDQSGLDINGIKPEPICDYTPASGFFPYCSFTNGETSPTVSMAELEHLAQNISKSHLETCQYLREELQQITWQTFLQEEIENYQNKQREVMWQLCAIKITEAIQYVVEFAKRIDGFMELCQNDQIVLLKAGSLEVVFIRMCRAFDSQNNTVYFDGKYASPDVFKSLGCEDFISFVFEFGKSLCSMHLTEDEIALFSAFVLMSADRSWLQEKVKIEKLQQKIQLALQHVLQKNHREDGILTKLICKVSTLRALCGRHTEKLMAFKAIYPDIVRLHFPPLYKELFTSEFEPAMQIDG
SF1 activator – activates the human nuclear receptor SF-1 | Q13285 | activation, % at 10 µM | actives 1.9% (n = 65,000) | CHO-K1 Gal4-SF-1 LBD luciferase reporter; % increase over DMSO SF-1-specific signal;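 active = activation above the mean activation of all tested compounds plus 3 SD, cut at about 50% in these data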
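Assay system: CHO-K1 cells co-transfected with Gal4 DBD–human SF-1 LBD, 5xGal4 luciferase reporter / Input: 4,000 cells per well / Incubation: 20 h compound exposure at 37 °C after 1 h cell settling / Detection: SteadyLite luciferase luminescence / Control set: DMSO negative control and −SF1 background wells / Replication: one test per compound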
S1P1 ag-PAM – agonists and agonism potentiators of human S1P1 receptor; activation, % at 9.5 µM; P21453; S1P1 CRE-bla cells, forskolin, beta-lactamase FRET, potentiator mode; S1P1 agonist co-added at EC20, 2 nM; 100% = saturating reference agonist, 0% = basal; actives 0.57% (n = 56,000);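 active = activation above a cutoff set at the mean activation of all tested compounds plus 3 SD, cut at about 54% in these data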;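 also: forskolin at 4 µM as EC80 and the EC20 agonist is SEW2871; 100% = SEW2871 at its EC100 plus forskolin at EC80; some compounds past the cut are filed as inactive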
HTR1E agonist – activates the human 5-HT1E serotonin receptor. AID 574. actives 0.69% (n = 65,000). CHO 5-HT1E Ga15 NFAT-bla reporter, FRET; 0% DMSO wells, 100% control agonist wells. P28566. activation, % at 6 µM;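 active = activation above a set limit, the screen-wide mean activation plus 3 SD, cut at about 8.5% in these data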;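 also: 100% = positive control agonist at 1 µM giving full maximal response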
Ecoli tolC – E. coli tolC mutant growth inhibition; E. coli BW25113 tolC mutant growth, OD615; actives 2.2% (n = 65,000); growth inhibition, % at 10 µM (by protocol);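 active = growth inhibition at or above a cutoff equal to the mean over every tested compound plus 3 SD, cut at about 60% in these data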;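 also: growth measured after 20 h incubation at 37 °C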
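Test system: tolC-deleted E. coli BW25113 | Medium: LB with kanamycin 50 µg/mL | Compound dosing: Single concentration, 10 µM final per compound | Schedule: 37 °C, 20 h exposure | Measured by: OD at 615 nm | Evaluation: Percent growth inhibition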
AP complement – alternative pathway complement inhibition, orthogonal assay | inhibition, % at 5 µM | actives 0.08% (n = 62,000) | Human serum alternative complement pathway, LPS-coated ELISA, C3 deposition; tested in compound mixtures;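 active = inhibition above 30% in each of the two pooled mixtures holding the compound, so the lower value exceeds 30%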;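 also: 0% = serum in Mg-EGTA without compound and 100% = EDTA serum blank; some compounds past the cut are filed as inactive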
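Assay system: Human serum alternative complement pathway, C3 deposition on LPS-coated wells | Incubation: 1 h serum-compound exposure at 37 °C | Doses: 5 µM per compound in ten-compound mixtures | Read-out: Percent inhibition | Technique: ELISA with HRP anti-human C3 antibody, TMB substrate, absorbance 450 nm | Replication: Two pool placements per compound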
5HT1E antag – antagonists of human 5-HT1E serotonin receptor. CHO 5-HT1E Ga15 NFAT-bla reporter, FRET, antagonist. inhibition, % at 6 µM. actives 0.99% (n = 65,000). AID 571;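 active = inhibition above a set limit, the mean inhibition across every tested compound plus 3 SD, cut at about 29% in these data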;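 also: signal is the 460 over 535 nm emission ratio of beta-lactamase substrate; 0% = agonist plus DMSO wells and 100% = wells without agonist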
* hit, by the source's call; . = not tested or not shown.

SMILES	5HT1a antag	S1P3 ag	RORa activator	SF1 activator	S1P1 ag-PAM	HTR1E agonist	Ecoli tolC	AP complement	5HT1E antag
Cc1ccc(C(=O)Nc2ncc3c(n2)CC(c2ccco2)CC3=O)cc1 (centres undefined)	6	-0.1	23	1	9	0.7	12	-6	-5
CCn1c(=O)cc(NC2=NCC(C)CN2c2cccc(Cl)c2)n(C)c1=O (centres undefined)	-6	-0.7	-1	-1	-6	1.5	-3	-10	-1
CC(NC(=O)c1cc(-c2ccccc2)on1)c1ccccc1 (centres undefined)	7	-1.3	-4	2	15	0.1	12	-1	2
Cc1ccc(C(=O)NCCCCNC(=O)c2ccc(C)o2)o1	-13	-0.7	-19	-11	10	0.4	7	3	0
CCC(=O)N1CCN(c2ccc(NC(=O)c3cc4ccccc4o3)cc2Cl)CC1	31	-0.9	-25	-9	.	0.3	31	10	36*
COc1ccc(C2(CNC(=O)c3ccc(Br)o3)CCOCC2)cc1	-3	0.1	-7	-20	-1	0.6	-8	7	0
Cc1oc2cc(O)cc(O)c2c(=O)c1-c1ccc2c(c1)OCCCO2	7	-0.7	58*	50*	93*	0.5	53	12	5
COc1nc(C#N)c(N2CCOCC2)o1	2	-0.6	0	-1	12	-0.7	-10	6	-1
CCOC(=O)CCSCC(=O)Nc1cc(C)on1	1	0.0	-17	-7	-15	-0.3	-18	17	-10
CCn1c(SCC(=O)Nc2ccccc2F)nc2c(c1=O)SC(C)C2 (centres undefined)	-7	0.2	-4	-3	-10	-0.7	3	-2	-2
O=C(CSc1nnc(Cc2cccs2)n1-c1ccccc1)NCc1ccc2c(c1)OCO2	-2	-0.6	-3	-9	16	0.8	21	16	-3
CCOC(=O)N1CCN(CC(=O)Nc2ccc(C)c(Br)c2)CC1	4	.	8	-17	.	-0.4	7	21	-10
CCCN(CCC)CCNS(=O)(=O)c1ccc2c(c1)oc(=O)n2C	-14	0.0	-10	4	-16	-1.0	-16	8	-9
O=C(NCc1ccco1)c1c[nH]c2ccc(S(=O)(=O)N3CCOCC3)cc2c1=O	16	.	-4	-19	.	-0.1	-7	-3	1
CCOC(=O)N1CCN(C(=O)CSc2cc(C)nc3c(-c4ccccc4OC)c(C)nn23)CC1	4	0.3	5	0	14	-0.6	-1	-5	-4
COc1ccc(NC(=O)CN2CCN(S(=O)(=O)c3ccc(Cl)cc3)CC2)cc1	-6	-1.4	-1	15	.	0.2	4	7	-7
COc1ccc(OC)c(CNC(=O)CCN2C(=O)COc3ccccc32)c1	1	-0.5	-15	-10	0	-0.4	-5	-8	-9
O=C(Nc1nccs1)c1ccc(S(=O)(=O)c2ccccc2)cc1	-6	-0.1	25	24	.	0.2	10	12	7
Cc1cc(C)nc(-n2nc(C)cc2NC(=O)c2ccc(Br)o2)n1	-5	1.0	8	-4	-23	0.2	15	8	3
C=CCn1c(SCC(=O)NCc2ccco2)nc2sc3c(c2c1=O)CCCCC3	-4	-0.1	-7	-21	-3	-1.2	2	11	-10
CCCCCCOc1ccc(OCC(O)CN2C(=O)NC(C)(C)C2=O)cc1 (centres undefined)	-3	-0.9	62*	36	6	0.1	2	11	-9
c1ccc(-c2nnn(C34CC5CC(CC(C5)C3)C4)n2)cc1	-16	-0.6	2	27	.	1.2	45	-3	-11
COCCn1nnnc1C(c1ccc(OC)c(OC)c1)N1CCc2ccccc21 (centres undefined)	3	0.4	-2	-4	7	-0.5	.	6	7
c1ccc(Nc2nc(-c3cccnc3)cs2)nc1	26	-1.2	52*	46	21	0.6	-24	25	16
O=C(NCc1nc2ccccc2[nH]1)c1cc2ccccc2oc1=O	-7	1.2	-11	17	-25	-0.1	14	14	12
More results follow.
SMILES	5HT1a antag	S1P3 ag	RORa activator	SF1 activator	S1P1 ag-PAM	HTR1E agonist	Ecoli tolC	AP complement	5HT1E antag
Cc1cc(=O)oc2c(N)c(O)ccc12	8	-0.9	34	15	-6	0.8	-8	9	10
CCCCOc1ccc(C(=O)Nn2cnnc2)cc1	.	-3.2	-18	-9	-5	-1.1	-6	-2	8
CCCCOC(=O)n1c(=O)oc2cc(S(=O)(=O)N3CCCCC3)ccc21	-5	-0.2	-4	0	5	-0.3	53	6	-1
CCOC(=O)c1c(NC(=O)CSc2nnnn2C)sc(C)c1-c1ccc(C)cc1	8	0.2	-11	2	-63	0.5	41	19	1
Cc1ccc2cc(C(c3nnnn3C3CCCC3)N(Cc3ccccc3)Cc3ccco3)c(=O)[nH]c2c1 (centres undefined)	14	-0.4	-16	-16	-8	-0.7	11	-5	4
NC(=O)CSC1=Nc2ccccc2C2=NC(CCC(=O)NCc3ccc(F)cc3)C(=O)N12 (centres undefined)	-8	-0.3	-17	-9	-13	-0.3	-13	19	8
CCN(C(=O)CN1CCN(c2ccccc2OC)CC1)c1c(N)n(Cc2ccccc2)c(=O)[nH]c1=O	-13	1.1	-2	-3	10	1.3	-20	6	5
COC(=O)c1c(NC(=O)c2nc3ncccn3n2)sc(C(=O)N(C)C)c1C	1	0.4	-2	-1	14	-0.8	2	12	23
COc1ccccc1N1CCN(C(CNC(=O)c2ccco2)c2cccnc2)CC1 (centres undefined)	0	-0.9	-6	-4	3	0.2	-9	1	4
Cc1ccc(-n2c(C)cc(C(=O)OCC(=O)N(CC(C)C)C3CCS(=O)(=O)C3)c2C)cc1 (centres undefined)	6	-0.2	4	1	-31	0.0	15	11	11
COCC(C)n1c(C)cc(C(=O)CN2C(=O)NC3(CCCCC3C)C2=O)c1C (centres undefined)	-5	1.2	26	2	-5	0.5	-8	-3	-5
CCN(CCCNC(=O)c1ccc(N2CCCC2=O)cc1)c1cccc(C)c1	-9	0.4	27	6	-3	0.1	23	20	-8
CCC(C)NC(=O)CS(=O)Cc1nc(-c2cccc(OC)c2)oc1C (centres undefined)	2	-0.2	14	-10	-13	1.3	-8	5	-11
CS(=O)(=O)N(CCc1ccccc1)CC(=O)NCC1CCCO1 (centres undefined)	1	-0.4	-25	-18	-7	-0.5	-6	11	2
Cc1ccc2c(Cl)cc(Cl)c(OCC(=O)NC(=O)NCc3ccco3)c2n1	8	-1.1	-9	1	-25	0.8	1	-4	-12
COCCN1C(=O)c2oc3ccccc3c(=O)c2C1c1cccc(O)c1 (centres undefined)	-48	0.8	13	-4	-8	-0.2	-9	5	7
COc1ccc(NS(=O)(=O)c2ccc(Oc3ncccn3)cc2)cc1	12	-1.7	-6	-19	14	0.1	21	10	-3
CCn1c(=S)ccc2ccc(OC)cc21	1	0.2	-12	-5	-10	0.1	7	1	-3
NC1=CC(=O)c2cccc3cccc1c23	34	0.0	-20	-19	-7	-1.1	21	6	-3
COc1ccc2[nH]c(=O)c(-c3noc(-c4ccc(F)cc4)n3)cc2c1	4	-0.9	-2	0	-8	-0.5	-9	8	5
O=C(c1ccc2c(c1)OCCO2)N1CCCCC1	-11	0.0	11	5	-25	-0.3	-7	6	1
Cc1cnc(NC(=O)COc2ccccc2)s1	-2	-0.9	54*	82*	-8	1.1	-9	-1	5
Cc1ccc(N(C(=O)Cn2nnc3ccccc32)C(C(=O)NC2CCCCC2)c2cn(C)nc2C)cc1 (centres undefined)	8	0.0	4	-17	-13	0.2	-26	6	2
Cc1cccc(N(C)S(=O)(=O)c2ccc3[nH]c(=O)c(=O)[nH]c3c2)c1	9	-0.7	-2	18	-2	0.9	-15	21	3
COc1ccc(-n2nc(C(=O)Nc3ccc4c(c3)OCO4)c3ccccc3c2=O)cc1	-6	-0.8	-16	5	-12	-0.5	17	-1	-2
The results go on.
SMILES	5HT1a antag	S1P3 ag	RORa activator	SF1 activator	S1P1 ag-PAM	HTR1E agonist	Ecoli tolC	AP complement	5HT1E antag
OC(c1cccc(OCc2ccccc2)c1)c1nnc(-c2ccccc2)o1 (centres undefined)	5	-0.4	-8	2	111*	-1.3	75*	8	-3
CCOC(=O)c1c(NC(=O)c2ccc(Br)o2)sc2c1CCCC2	-11	-1.7	11	-8	-8	0.8	-8	13	-1
Cc1ccc(S(=O)(=O)N2CCN(C(=O)CCC(=O)N3CCc4ccccc43)CC2)cc1	-2	.	-9	-20	.	0.3	11	20	-7
CCCn1cnc2cc(NCc3cccc(OC)c3)ccc21	8	-0.9	48	36	0	-0.7	36	18	-2
CC1(C)Cc2nc(NCCCO)c(C#N)cc2CO1	.	-5.7	-7	2	15	0.0	1	.	4
Nc1nc(N)nc(-c2ccccn2)n1	0	-1.2	4	8	-2	-0.2	0	11	-3
Cc1c(/C(O)=C2\C(=O)C(=O)N(CCCN(C)C)C2c2ccccc2)cnn1-c1ccccc1 (centres undefined)	.	-1.1	-48	-5	-3	-0.2	9	.	3
CC(C)OC(=O)C(C#N)c1nc2ccccc2nc1N1CCCC1 (centres undefined)	.	-3.6	-23	-19	-10	-0.4	10	.	5
COC(=O)c1cc(OC)c(OC)cc1N	.	-0.2	-8	6	7	0.2	1	14	-3
Cc1nn2c(c1-c1ccccc1)NC1=C(C(=O)CCC1)C2c1cccnc1 (centres undefined)	5	-0.7	-6	-5	2	-1.7	-10	12	13
COc1cc(CN2CCN(C(=O)CC(C)C)CC2)cc(OC)c1OC	12	-1.3	7	-5	-17	-0.3	-23	6	-2
CCC(C)NC(=O)CC1Oc2ccc(Cl)cc2NC1=O (centres undefined)	-17	0.4	-8	-6	-16	0.6	-8	11	-1
CN1CC2=Cc3ccccc3OC23Oc2ccccc2C=C3C1	35	-1.2	4	-16	28	-0.1	30	-4	4
Cc1cc(C)nc(SCCS(=O)Cc2ccc(Cl)cc2)n1 (centres undefined)	-10	0.5	-10	1	6	0.6	20	7	-1
CC(C(=O)NCC1CCCO1)N(C(=O)c1snc(C(N)=O)c1N)c1ccccc1 (centres undefined)	12	-0.7	-17	8	9	-1.9	-9	21	14

Complete entries from above:
Cc1ccc(S(=O)(=O)N2CCN(C(=O)CCC(=O)N3CCc4ccccc43)CC2)cc1 as listed: 5HT1a antag: -2; S1P3 ag: .; RORa activator: -9; SF1 activator: -20; S1P1 ag-PAM: .; HTR1E agonist: 0.3; Ecoli tolC: 11; AP complement: 20; 5HT1E antag: -7
CC(C(=O)NCC1CCCO1)N(C(=O)c1snc(C(N)=O)c1N)c1ccccc1 (centres undefined) as listed: 5HT1a antag: 12; S1P3 ag: -0.7; RORa activator: -17; SF1 activator: 8; S1P1 ag-PAM: 9; HTR1E agonist: -1.9; Ecoli tolC: -9; AP complement: 21; 5HT1E antag: 14
OC(c1cccc(OCc2ccccc2)c1)c1nnc(-c2ccccc2)o1 (centres undefined) as listed: 5HT1a antag: 5; S1P3 ag: -0.4; RORa activator: -8; SF1 activator: 2; S1P1 ag-PAM: 111*; HTR1E agonist: -1.3; Ecoli tolC: 75*; AP complement: 8; 5HT1E antag: -3

High-throughput results (PubChem)
